# Assay outcomes deposited in PubChem by National Center for Advancing Translational Sciences (NCATS).
# FBPA coupling cs: coupling enzyme interference in Giardia aldolase counter-screen. coupling enzyme system counterscreen, AmpLite Red fluorescence. activity change, negative = inhibition, % at 58.2 µM, hits read low. actives 0.67% (n = 290,000). AID 2472; in the data active = activity change below about -30%; note: % is set by controls: 0 for no effect and ±100 for the full control effect
#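 Compounds tested against the coupling enzymes alone at 57.5 uM final; readout was AmpLite Red fluorescence (525/598 nm) after 20 min at RT.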
# GALK inhibitor: blocks human galactokinase activity; AID 1868; Purified GALK, Kinase-Glo residual ATP luminescence; Potency, µM (top dose mostly 57.5 µM), for the others: at the highest dose activity change, negative = inhibition, usual class: inhibitors; P51570; actives 0.007% (n = 270,000); note: potency is the fitted concentration of half-maximal effect; % is set by controls: 0 for no effect and ±100 for the full control effect
#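 Compounds were pin-transferred into ATP buffer (35 uM final), then GALK plus galactose (5 nM, 100 uM final) was added. After 1 h at room temperature, Kinase-Glo Plus was added and luminescence read after 10 min.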
# TRPV1 agonist: agonists of human vanilloid receptor 1 (TRPV1) | Q8NER1 | TRPV1-expressing cells, Fluo-8 calcium influx, agonist mode | activation, % at 8.33 µM | actives 0.19% (n = 320,000); in the data active = activation above about 80%; inconclusive = between about 30% and that limit; note: 0% is about no effect
#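 Cells expressing TRPV1 were dye-loaded with Fluo-8 and read kinetically: 10 s baseline, 3 min after compound (agonist portion), then 2 min after EC20 capsaicin (allosteric enhancer portion). Calcium-bound dye fluorescence at 480/520 nm.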
# PKM2 activator: PKM2 (human) enzyme activation | actives 0.34% (n = 260,000) | Potency, µM (series often up to 57.5 µM), for the others: top-dose activation, hits mostly activators | P14618 | purified PKM2, Kinase-Glo ATP luminescence, activation; response scale: 0% is enzyme alone, no compound; note: potency is the fitted concentration of half-maximal effect; % is set by controls: 0 for no effect and ±100 for the full control effect; nearly all actives have a fitted effect of over 55% in size
#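 ATP formation by purified human PK-M2, quantified via coupled luciferase luminescence after 1 h at room temperature with 0.1 mM ADP and 0.5 mM PEP final.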
# KCNH2 3.1 block: KCNH2 3.1 (human) potassium channel inhibition; activity change, % (tested at about 1.8 µM); U2OS KCNH2 3.1, thallium flux FluxOr; active compounds read low; actives 0.95% (n = 340,000);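 active = maximum activity change below -70%; inconclusive = maximum activity change from -70% to -50%; inactive = maximum activity change above -50%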;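 note: thallium influx rate constant from kinetic fluorescence after stimulation buffer; % is set by controls: 0 for no effect and ±100 for the full control effect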
#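 Channel expression came from 3.1 mutant virus (1.77 x 10^8 /mL) applied to suspended U2OS cells for 4 h. Flux was tracked with FluxOr dye plus Red40 quencher, and kinetic rate constants normalized to controls.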
# Giardia killer: Giardia lamblia killing | actives 0.15% (n = 340,000) | AID 540267 | Giardia lamblia trophozoite viability | activity change, % at 7.66 µM, hits read low; in the data active = activity change below about -80%; inconclusive = between about -30% and that limit;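 note: parasites exposed to compound for two days anaerobically before the ATP read; % is set by controls: 0 for no effect and ±100 for the full control effect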
#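 Media and compound were dispensed first, then trophozoites at 100 cells/well; plates sat 48 hrs at 37 deg C without oxygen before ATP luminescence reagent was added and read after 15-30 min at room temperature.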
# B2AR arrestin: beta2AR (human) beta-arrestin recruitment activity; P07550; beta-arrestin recruitment to beta2AR, cell-based reporter; Potency, µM (titrated, usually from 46.1 µM), for the others: at the highest dose activation, most hits filed as activators; actives 0.02% (n = 330,000);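 note: potency is the fitted concentration of half-maximal effect; 0% = DMSO controls and full agonism = EC100 isoproterenol or metaproterenol; nearly all actives have a fitted effect of over 65% in size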
# Target sequence (P07550 whole entry, looked up): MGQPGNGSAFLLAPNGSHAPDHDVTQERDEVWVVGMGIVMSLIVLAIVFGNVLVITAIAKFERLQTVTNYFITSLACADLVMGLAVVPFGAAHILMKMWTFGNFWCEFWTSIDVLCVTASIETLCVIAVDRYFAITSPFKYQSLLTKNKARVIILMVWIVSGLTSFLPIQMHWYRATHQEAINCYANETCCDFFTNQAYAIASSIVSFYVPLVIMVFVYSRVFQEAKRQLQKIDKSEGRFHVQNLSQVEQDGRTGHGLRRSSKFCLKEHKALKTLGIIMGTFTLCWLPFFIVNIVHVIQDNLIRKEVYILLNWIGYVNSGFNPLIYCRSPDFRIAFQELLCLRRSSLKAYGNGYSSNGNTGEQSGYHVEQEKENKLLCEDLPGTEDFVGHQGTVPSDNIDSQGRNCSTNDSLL
# USP2a inh: USP2a (human) protease inhibition; O75604; USP2 core, Ub-CHOP2 coupled fluorogenic reporter, 485/531; Potency, µM (series often up to 38.3 µM), without a hit: at the top dose activity change, negative = inhibition, hits mostly inhibitors; actives 0.01% (n = 330,000); AID 463254;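 note: potency is the fitted concentration of half-maximal effect; plate controls were DMSO wells for no effect and full inhibition by NEM control for full effect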
# Target sequence (O75604 whole entry, looked up): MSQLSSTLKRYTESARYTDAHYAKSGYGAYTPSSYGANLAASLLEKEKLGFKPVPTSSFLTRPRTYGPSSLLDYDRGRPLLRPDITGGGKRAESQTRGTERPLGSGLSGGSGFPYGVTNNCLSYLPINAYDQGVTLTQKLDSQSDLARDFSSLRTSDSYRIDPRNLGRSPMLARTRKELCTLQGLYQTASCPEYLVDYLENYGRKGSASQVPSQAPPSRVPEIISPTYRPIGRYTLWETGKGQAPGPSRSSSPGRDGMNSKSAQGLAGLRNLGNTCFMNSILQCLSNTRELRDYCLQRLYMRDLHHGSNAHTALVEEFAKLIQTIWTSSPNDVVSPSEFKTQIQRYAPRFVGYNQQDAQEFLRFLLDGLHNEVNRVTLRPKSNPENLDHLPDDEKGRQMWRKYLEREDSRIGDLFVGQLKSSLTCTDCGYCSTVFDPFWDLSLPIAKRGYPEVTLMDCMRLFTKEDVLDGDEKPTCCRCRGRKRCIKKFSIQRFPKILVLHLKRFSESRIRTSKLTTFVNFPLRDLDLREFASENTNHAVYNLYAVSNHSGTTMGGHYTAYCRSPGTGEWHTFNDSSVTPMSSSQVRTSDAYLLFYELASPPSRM
#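 USP2 core (10nM final) preincubated 30min RT with compound in 20mM Tris-HCl pH 8.0, 2mM CaCl2, 2mM beta-mercaptoethanol, 0.05% CHAPS; 25nM Ub-CHOP2 plus 25nM reporter substrate added, fluorescence (Ex485/Em531) read after 60min.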
# MLL CXXC-DNA inh: inhibitors of human MLL CXXC domain-DNA interaction; MLL-CXXC / FITC-HOXA9 DNA fluorescence polarization; Potency, µM (top dose mostly 115 µM), inactives show at the highest dose activity change, negative = inhibition, hits mostly inhibitors; AID 2662; Q03164; actives 0.037% (n = 290,000); active = well fitted inhibition curve with a large enough effect in the polarisation, with a control signal flat, not every such curve was filed as active; inconclusive = small, poorly fitted or top-dose-only effect, or effect the other way, or a change in a side signal; inactive = no such curve, though single readings can be large or run the other way; the % refers to the polarisation; note: potency is the fitted concentration of half-maximal effect
#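 Fluorescence polarization: 7 uM MLL-CXXC (stock) preincubated 5 min with compounds, then 50 nM fluorescein-HOX-A9 DNA (stock) added; 30 min ambient. Buffer 50 mM Tris-HCl pH 7.5, 50 mM NaCl, 1 mM DTT, 0.05% BSA.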
# Menin MLL FP TR: inhibitors of human menin-MLL interaction, mutant MLL peptide; O00255; Menin + Texas Red MLL mutant peptide, fluorescence polarization; Potency, µM (series often up to 61.6 µM), without a hit: top-dose FP activity change, negative = inhibition, hits mostly inhibitors; actives 0.23% (n = 270,000); AID 1768; active = well fitted inhibition curve with a large enough effect in the polarisation, with a control signal flat, not every such curve was filed as active; inconclusive = small, poorly fitted or top-dose-only effect, or effect the other way, or a change in a side signal; inactive = no such curve, though single readings can be large or run the other way; the % refers to the polarisation; note: potency is the fitted concentration of half-maximal effect; % of control where 0% means no effect; many of its hits are not listed in these tables
# hERG WT inh: KCNH2 (human, wildtype) channel inhibition; Q12809; AID 720551; actives 0.37% (n = 340,000); activity change, % at 1.84 µM; U2OS, BacMam KCNH2, thallium flux FluxOr; active compounds read low;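 active = maximum activity change below -70%; inconclusive = maximum activity change between -70% and -50%; inactive = maximum activity change above -50%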; note: % is set by controls: 0 for no effect and ±100 for the full control effect
#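 U2OS cells were transduced with wild-type KCNH2 virus (2.03 x 10^8 / mL) for 4 h at room temperature, then cultured overnight at 37 C. Thallium flux was read with FluxOr dye. Rate constants were normalized to DMSO controls.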
# Starred values were filed as active, the others as inactive; ? = inconclusive; . = not tested or not shown; [ ] = remark or other dose. Unless noted, calls come from the whole dose curve; as a rule, active = well fitted curve in the direction sought with a large enough effect; inconclusive = small, poorly fitted or top-dose-only effect, or another doubt; inactive = no such curve, though single readings can be large; an effect the other way counts as inactive or inconclusive. A portion of the library; rates above refer to the full screens.
SMILES,FBPA coupling cs,GALK inhibitor,TRPV1 agonist,PKM2 activator,KCNH2 3.1 block,Giardia killer,B2AR arrestin,USP2a inh,MLL CXXC-DNA inh,Menin MLL FP TR,hERG WT inh
CCc1cccc(CC)c1NC(=S)NCCc1c(C)[nH]c2ccccc12,-3.4,.,?,-2.3%,-6.3,-6.5,-0.3%,4.1%,2.8%,?,0.4
COC(=O)[C@]1(Cc2ccccc2)N[C@H](CN(C)C(=O)c2ccc(F)cc2)[C@@H]2C(=O)N(C)C(=O)[C@@H]21,.,.,.,.,19.1,-26.0,?,-6.2%,.,.,-4.6
O=C(Nc1cc(C(F)(F)F)ccc1F)C1CCCC1,-4.9,-0.5%,-6.4,-9.6%,-2.4,0.4,-0.8%,-0.1%,1.1%,7.2%,-0.6
C=CCn1c(=N)n(CC(O)c2ccco2)c2ccccc21 (stereo not given),0.6,8.9%,1.9,4.1%,-28.1,-12.7,-1.0%,2.8%,4.1%,-0.2%,10.0
CCCCOc1cccc(C(=O)N(Cc2ccccc2)C2CCS(=O)(=O)C2)c1 (stereo not given),3.2,-1.3%,-1.6,2.9%,9.4,1.0,-0.1%,0.7%,-10.6%,-25.5%,1.2
O=C(Nc1ccc(Cl)cc1)c1cccc(OC(=S)N2CCOCC2)c1,.,-1.3%,?,-0.4%,-13.9,-14.5,0.2%,3.4%,24.9%,.,16.5
COC(=O)N/N=C/c1ccc(OC(=O)c2ccco2)c(OC)c1,2.7,0.0%,.,-4.3%,-1.7,-15.0,-1.1%,1.5%,68.2%[activator],.,1.0
CCCn1nnnc1COc1ccc(C(N)=O)cc1,-0.1,-2.0%,0.8,.,-5.6,-2.9,-0.4%,3.4%,9.1%,-7.9%,0.7
COC(=O)CCC(=O)c1oc2ccccc2c1NC(=O)CCCN1C(=O)c2ccccc2C1=O,4.4,3.1%,-1.9,-3.2%,-9.6,1.5,-0.5%,-0.1%,-5.1%,?,0.8
CCCCCCCc1ccc(-c2ccc(O)cc2)nc1,1.3,-0.2%,23.4,3.8%,-30.9,-3.8,-0.1%,-20.9%,9.3%,-0.8%,-6.7
O=C(NC1CCCc2ccccc21)C1CCC(CNS(=O)(=O)c2cccc3nsnc23)CC1 (stereo not given),-5.0,0.8%,1.0,-12.2%,-22.7,-1.5,-0.6%,-0.3%,-3.8%,10.3%,3.7
O=C(Nc1ccc(F)cc1)c1ccc2c(c1)S(=O)(=O)N=C1CCCCCN12,.,.,0.5,.,12.5,15.6,-1.6%,2.0%,.,.,-6.5
COc1ccccc1CNC(=O)C(C)Oc1ccccc1 (stereo not given),0.1,-3.4%,-3.0,8.8%[11.5 µM],-30.9,9.4,0.2%,1.1%,-1.4%,0.1%,-3.0
COc1ccc(/C=C2\CCCC3C2=NN(C(=O)c2scnc2C)C3c2ccc(OC)cc2)cc1 (stereo not given),-1.9,-2.3%,-1.3,-2.3%,-49.2,-5.7,-0.1%,2.4%,17.4%,-12.1%,-14.1
Cc1cccc2c1cnn2C(=O)Nc1ccc(Br)cc1F,-1.1,.,-9.2,.,2.3,-8.7,-0.1%,2.3%,40.9%[activator],-16.1%,13.2
CC(C)Cc1nnc(NC(=O)CSc2nc(-c3ccccc3)cc(=O)[nH]2)s1,5.5,0.1%,-4.6,-1.9%,1.4,23.3,-0.3%,3.0%,18.0%,17.3%,-4.8
Fc1ccc(F)c(CNc2ncnc3cc(Cl)ccc23)c1,0.3,0.7%,15.2,.,-1.6,5.0,-1.2%,1.6%,?,23.6%,-20.2
COc1ccc(C(=O)NC2CCN(C(=S)Nc3cccc(C)c3)CC2)cc1,2.5,-0.2%,.,-1.8%,5.2,-10.1,-4.5%,1.0%,-5.1%,.,2.7
COc1ccccc1Nc1cc(C(=O)NCc2cccnc2)c2ccccc2n1,-5.4,-1.0%,?,-0.4%,-8.1,-1.6,0.4%,-1.7%,18.6%,.,2.7
O=C(Cn1nnc2c(cnn2-c2ccc(F)cc2)c1=O)OC1CCCCC1,-1.6,-1.1%,21.2,5.6%,-6.6,11.4,-0.1%,3.3%,-0.9%,-15.4%,5.8
CCCCOc1ccccc1NC(=O)CC1SC(=NCC)N(CC)C1=O (stereo not given),2.0,2.9%,16.6,-7.4%,-4.6,-4.8,0.0%,-3.2%,1.1%,-2.9%,-5.8
Cc1ccc(-n2nc3cc(C)c(NC(=S)NC(=O)/C=C/c4ccco4)cc3n2)cc1,2.1,2.6%,-3.6,7.4%,2.1,-1.6,0.2%,0.6%,6.3%,?,9.4
Brc1ccccc1C1N=C(c2ccccc2)NO1 (stereo not given),2.4,1.2%,13.0,2.0%,17.7,-8.2,-0.7%,-0.4%,-1.7%,14.9%,-2.7
COc1cccc(C=Nc2ccccc2C(=O)Nc2nccs2)c1OC,2.6,2.5%,4.4,-2.3%,7.9,-18.4,0.3%,-1.0%,8.8%,?,-5.2
Cc1ccc(NC(=O)c2ccc(NS(=O)(=O)c3cccc4cccnc34)cc2)cc1,-1.7,5.3%,9.9,.,-13.7,18.8,2.5%,0.9%,0.8%,33.0%[activator],-2.6
# New compounds follow
SMILES,FBPA coupling cs,GALK inhibitor,TRPV1 agonist,PKM2 activator,KCNH2 3.1 block,Giardia killer,B2AR arrestin,USP2a inh,MLL CXXC-DNA inh,Menin MLL FP TR,hERG WT inh
CCN(CC)CCNC(=O)c1cn(CCOC)c(=O)c2c1c1ccccc1n2C,-0.6,-2.4%,-3.4,.,?,2.8,-0.4%,-0.6%,-6.0%,-0.8%,-5.3
Cc1cc(C)nc(SCC(=O)Nc2ccc3c(c2)OCO3)n1,0.4,4.8%,-3.9,-0.9%,1.9,-3.4,-0.7%,2.7%,-11.5%,6.5%,-2.9
CCOC(=O)c1[nH]c2ccccc2c1NC(=O)CN1CCCCC1,0.2,6.4%,?,-4.1%,-16.7,-5.9,-0.3%,0.9%,-6.0%,-2.4%,-9.0
COc1cccc(/C=C2/C(=O)NN(c3ccc(F)cc3)C2=O)c1,3.3,.,-0.9,.,-3.6,-1.8,-1.1%,2.2%,-21.2%,27.4%,18.2
COCCNC(=S)N1CCN(Cc2ccc3c(c2)OCO3)CC1,-0.2,-0.9%,-0.9,2.1%[11.5 µM],2.1,14.2,-0.4%,3.5%,-0.5%,-0.3%,-6.8
CC(=O)c1c(C)n(C)c2ccc(OC(=O)c3ccco3)cc12,-0.1,0.3%,0.0,9.3%,7.8,2.6,0.4%,1.6%,44.7%[activator],-20.0%,11.1
O=C(c1sc2cccc(Cl)c2c1Cl)N1CCN(CCc2ccccn2)CC1,.,0.0%,2.1,.,6.1,-5.7,0.5%,0.7%,-6.1%,.,-17.9
O=S(=O)(NCC1CCCO1)c1cccc(C(F)(F)F)c1 (stereo not given),3.1,0.7%,-0.2,1.0%,-12.7,-12.8,-0.2%,2.1%,-3.8%,15.0%,-5.6
COCCNC(=O)COC(=O)/C=C/c1cnc2ccccc2n1,-0.7,.,1.7,-0.4%,-7.4,-4.9,-0.4%,4.1%,-15.6%,?,-2.3
Cc1cc(C)cc(NC(=O)NN2C(C)CCCC2C)c1 (stereo not given),1.9,-0.6%,8.0,1.7%,6.6,-7.4,-0.1%,-7.6%,-3.4%,-21.1%,-10.7
N#CCCC12CCCCC1=Nc1ccccc12 (stereo not given),-0.4,2.1%,3.0,-5.4%,10.6,8.1,-0.3%,3.6%,-1.5%,3.6%,5.3
Cc1cccc(NC(=O)CN2C(=O)N/C(=C/c3cc(C)n(C)c3C)C2=O)c1,-0.4,9.2%,-4.3,.,-10.4,-13.2,0.2%,0.0%,11.3%,22.3%,-5.3
CCCOC(=O)c1ccc(NC(=O)CC(C)(C)C)cc1,3.5,-1.3%,7.0,-18.3%,-1.5,4.1,0.1%,0.9%,-3.4%,-4.5%,5.4
CCN(CC)c1nc2ccccc2nc1C(C#N)C(=O)NCCc1ccccc1 (stereo not given),-1.6,0.0%,4.3,0.0%,2.1,-16.9,-0.5%,3.8%,?,28.3%,-9.1
COc1cccc(NC(=O)Nc2cc(C)ccc2F)c1,-1.5,3.5%,20.9,-7.0%,6.3,-8.9,-1.8%,-1.5%,13.5%,15.7%,16.7
COc1cc(CNC(C)c2ccccc2)cc(Br)c1OCc1ccccc1 (stereo not given),0.2,-3.1%,0.3,0.0%[11.5 µM],-6.6,-17.0,0.4%,0.2%,48.4%[activator],?,-3.3
O=C(COc1ccc(Br)cc1)N1CCN(S(=O)(=O)/C=C/c2ccccc2)CC1,0.1,0.2%,3.3,-7.9%,-13.7,-9.0,0.0%,-0.8%,1.4%,4.3%,29.5
